Screens: PubChem BioAssay, Johns Hopkins Ion Channel Center
Kir21 block = blocks the mouse Kir2.1 inward-rectifier potassium channel | P35561 | B-score at 10 µM | 0.85% of 310,000 active | HEK293-Kir2.1, FluxOR thallium flux fluorescence; active compounds read low;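 active means fluorescence ratio B-score at or below minus 3 SD of library scores, with starting-brightness B-score within 2 SD, cut at about -4.2 in these data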;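 further: channel flux triggered by added potassium and thallium sulfate stimulus; B-score of peak minus minimum fluorescence over baseline after thallium stimulus; more negative B-score means stronger Kir2.1 block with less thallium influx; some compounds called inactive have numbers as strong as hits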
Target sequence (P35561 whole entry, looked up): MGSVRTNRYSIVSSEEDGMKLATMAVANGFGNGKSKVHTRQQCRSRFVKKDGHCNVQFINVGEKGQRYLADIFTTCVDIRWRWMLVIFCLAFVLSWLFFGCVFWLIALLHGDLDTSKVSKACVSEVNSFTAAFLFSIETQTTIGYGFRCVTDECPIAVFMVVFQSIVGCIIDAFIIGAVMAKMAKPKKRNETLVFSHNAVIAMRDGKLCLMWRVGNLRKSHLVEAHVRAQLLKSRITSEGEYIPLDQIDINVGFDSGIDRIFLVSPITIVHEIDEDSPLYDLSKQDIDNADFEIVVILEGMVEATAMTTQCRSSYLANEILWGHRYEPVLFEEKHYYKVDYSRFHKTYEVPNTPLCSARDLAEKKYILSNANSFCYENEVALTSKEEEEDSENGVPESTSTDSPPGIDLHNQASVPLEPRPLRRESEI
KCNQ2 block = KCNQ2 potassium channel inhibitors, primary screen, cell-based, CHO-K1, FluxOR thallium flux, B-score (AID 2156) | O88943 | 20 min; active compounds read low | B-score at 10 µM | 1.1% of 310,000 active;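 active means fluorescence ratio B-score at most minus 3 library SDs, with starting brightness B-score within 2 library SDs, cut at about -5.5 in these data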
* marks the source's active call; other numbers are inactive results; i = inactive.

Order of values: KCNQ2 block	Kir21 block
COc1ccc(C(=O)N2CCC(C(=O)Nc3ccc4c(c3)OCO4)CC2)cc1
 : i	0.36
CC1(C)CCCN(Cc2c(O)ccc3c(=O)c(-c4nc5ccccc5s4)c(N)oc23)C1
 : i	-1.6
CC1=CC(C)(C)N(C(=O)c2ccccc2)c2ccc(C)cc21
 : i	0.72
CC(NC(=O)Nc1ccc(Cl)cc1)c1ccccc1 (stereo unspecified)
 : i	0.21
CCOC(=O)c1cc(C)n(S(=O)(=O)c2ccc(C)cc2)c1C
 : -6.6*	-0.9
CC(C)=CC(=O)Nc1nnc(C(C)C)s1
 : i	0.63
CCOc1ccc(N(C(C)C(=O)Nc2cccnc2)S(C)(=O)=O)cc1 (stereo unspecified)
 : i	-0.68
Cc1ccc(CC2C(=O)N(c3ncccn3)C(=O)C2C)cc1 (stereo unspecified)
 : i	-0.96
CCOc1ccccc1/C=N/N1CCN(Cc2ccccc2)CC1
 : i	-0.79
COc1ccc(N2CCN(C(=O)c3c(C)nn(-c4ccccc4)c3C)CC2)cc1
 : i	-0.05
Cc1nc2ncnn2c(N2CCC(C(=O)NC3CCCC3)CC2)c1Cc1ccccc1
 : i	0.02
OCCN1CCN(c2ncnc3ccc(Br)cc23)CC1
 : i	-3
COC(=O)CNc1cccc(C(F)(F)F)c1
 : i	-1.7
CC(O)c1cccc(NC(=O)CC(c2ccccc2)c2ccccc2)c1 (stereo unspecified)
 : i	0.69
CCCC(=O)N1CCN(c2ccc(NC(=O)c3ccc([N+](=O)[O-])o3)cc2)CC1
 : i	-2.2
NC1=NS(=O)(=O)NC1c1ccc(Cl)cc1 (stereo unspecified)
 : i	-0.01
Clc1cccc2c3c([nH]c12)CCNC3
 : i	-0.06
O=C(Cn1cncn1)NCc1cccc(C(F)(F)F)c1
 : i	0.06
Clc1ccc(Nc2nc3cccnc3s2)cc1
 : i	0.62
Cc1cc(CNC(=O)C2CCC(=O)N(CCc3ccc(Cl)cc3)C2)no1 (stereo unspecified)
 : i	1.2
CCN(CC(=O)Nc1ccccc1C(F)(F)F)C(=O)CSCC(=O)Nc1cc(C)on1
 : i	-0.49
O=c1ccnc(S/C=C/c2ccccc2)[nH]1
 : i	-0.03
CCOc1cc(C(=O)NC(C)CCc2ccccc2)cc(OCC)c1OCC (stereo unspecified)
 : i	-1.2
Cc1ccc(C(=O)C(O)C(c2ccc(C)cc2)N2CCCCC2)cc1 (stereo unspecified)
 : i	0.11
CCCCn1c(N)c(N(CCOC)C(=O)c2cc(-c3ccco3)nc3ccccc23)c(=O)[nH]c1=O
 : i	-0.76
CCOC(=O)Cc1csc(NS(=O)(=O)c2ccc3ccccc3c2)n1
 : i	-1.3
O=C(CSc1nnc(-c2ccco2)n1Cc1ccco1)NCc1ccccc1
 : i	-2.7
O=C1CSC(=S)N1/N=C/c1cc(Br)ccc1O
 : i	0.38
COc1ccc2c(c1)C(C)=CC(C)(C)N2C(=O)Nc1ccccc1
 : i	-0.17
Cc1cc([N+](=O)[O-])c(NC2CCCCC2)c([N+](=O)[O-])c1
 : i	-0.89
O=C(CC1(C(F)(F)F)OCCO1)Nc1ccc2c(c1)OCO2
 : i	0.89
CCOc1ccc(Nc2nnc(SCc3nc4ccccc4c(=O)[nH]3)s2)cc1
 : i	0.88
Cc1ccc(S(=O)(=O)NCC(=O)NCC(=O)OC(C(=O)NC(N)=O)C(C)C)cc1C (stereo unspecified)
 : i	0.59
Cn1c(=O)[nH]c(=O)c2c1ncn2CCN1CCOCC1
 : i	1.1
O=C(O)/C(=C\c1ccc(Br)cc1)c1ccc(S(=O)(=O)N2CCCCC2)s1
 : i	0.69
CCCc1nnc(-c2cc(OC)c(OC)c(OC)c2)o1
 : i	-0.22
O=C(Nc1nncs1)c1ccc2c(c1)OCO2
 : i	-0.57
COc1ccc(NC(=O)C2CCC(CNc3c(N4CCCCC4)c(=O)c3=O)CC2)c(OC)c1 (stereo unspecified)
 : i	2
COc1ccc(C(C#N)N2N=C(C)CC2(C)C)cc1OC (stereo unspecified)
 : i	-1.6
COc1ccccc1N1CCN(CCCC(=O)c2ccc(F)cc2)CC1
 : i	-0.63
c1ccc(CCc2ccccc2-c2nc(-c3ccccn3)no2)cc1
 : i	0.79
O=C(CSc1nnc(Nc2ccccc2F)s1)c1cc2ccccc2o1
 : i	-2.1
COc1ccc(C(=O)Nc2ccccc2N2CCOCC2)cc1[N+](=O)[O-]
 : i	1.5
CCOC(=O)C1CCN(S(=O)(=O)c2ccccc2[N+](=O)[O-])CC1
 : i	0.51
COC(=O)COc1cc(C)cc2oc(=O)c(CC(=O)OC)c(C)c12
 : i	1.3
O=C1OC(c2ccc3c(c2)OCO3)N(C(=O)c2ccc(Cl)c(Cl)c2)c2ccccc21 (stereo unspecified)
 : i	-0.55
CN(C)S(=O)(=O)N1CCN(c2ccc([N+](=O)[O-])cc2)CC1
 : i	0.06
NC(=O)c1sc2nc(-c3cccnc3)ccc2c1N
 : i	-0.7
CCCNC(=O)c1ccc(OC)cc1OC
 : i	-2
CCOC(=O)c1cnc(-c2ccccc2)nc1Oc1ccc(Cl)c(Cl)c1
 : i	0.2
O=C(OCCn1cncn1)c1cc2ccccc2oc1=O
 : i	1.5
O=c1c(Cl)nc2cc(Cl)ccc2n1CCNc1ncc(C(F)(F)F)cc1Cl
 : i	0.72
Cc1ccc(S(=O)(=O)/N=C(/NC(=S)Nc2ccccc2)c2ccccc2)cc1
 : i	0.55
COc1ccc(-c2ccc(OC(=O)NC3CCS(=O)(=O)C3)cc2)cc1 (stereo unspecified)
 : i	0.14
CCn1c2ccc(/C(C)=N\O)cc2c2cc(/C(C)=N\O)ccc21
 : i	0.03
Cc1cc(=O)[nH]c(Cc2ccc(OC(C)C)cc2)n1
 : i	1.2
CCN(CC)C(=O)c1cnn(-c2ccccc2)c1NC(=O)c1cccs1
 : i	0.49
O=C(Cn1ncc2c([nH]c3ccccc32)c1=O)N1CCOCC1
 : i	-2.1
CCCN1CCCc2cc(CN)ccc21
 : i	-2
CC(O)[C@@H](NC(=O)C1CCC(CNC(=O)[C@H](Cc2ccccc2)NC(=O)OC(C)(C)C)CC1)C(=O)O (stereo partly specified)
 : i	-0.19

Entries of single compounds, looked up by structure. Order of values: KCNQ2 block	Kir21 block
CCOC(=O)c1cnc(-c2ccccc2)nc1Oc1ccc(Cl)c(Cl)c1 as listed: i	0.2
O=C(CC1(C(F)(F)F)OCCO1)Nc1ccc2c(c1)OCO2 as listed: i	0.89

Back to the main list with the 5 entries that preceded the break.
Order of values: KCNQ2 block	Kir21 block
Cc1cc(=O)[nH]c(Cc2ccc(OC(C)C)cc2)n1
 : i	1.2
CCN(CC)C(=O)c1cnn(-c2ccccc2)c1NC(=O)c1cccs1
 : i	0.49
O=C(Cn1ncc2c([nH]c3ccccc32)c1=O)N1CCOCC1
 : i	-2.1
CCCN1CCCc2cc(CN)ccc21
 : i	-2
CC(O)[C@@H](NC(=O)C1CCC(CNC(=O)[C@H](Cc2ccccc2)NC(=O)OC(C)(C)C)CC1)C(=O)O (stereo partly specified)
 : i	-0.19
COc1ccc(NC(=O)C2CCCO2)cc1 (stereo unspecified)
 : i	2.1
CCN(Cc1ccccc1)C(=O)CCc1nc(CN2CCN(C(=O)c3ccc([N+](=O)[O-])cc3)CC2)no1
 : i	-0.43
COc1nc(OCCNC(=O)Nc2ccccc2)nc(N(C)C)n1
 : i	0.02
O=C(CN1CCN(Cc2ccccc2Cl)C1=O)NCCCN1CCOCC1
 : i	-0.07
O=C(CN1C(=O)COc2ccccc21)NCCCN1CCN(Cc2ccccc2)CC1
 : i	0.01
COc1ccc2c(CC(=O)NCCN3C(=O)S/C(=C\c4cccnc4)C3=O)coc2c1
 : i	0.05
COc1ccc(N(CC(=O)N2CCN(Cc3ccccc3)CC2)S(C)(=O)=O)c(OC)c1
 : i	-0.03
CCOC(=O)CC1=C(C(=O)OCC)C(c2cccnc2)C(C#N)=C(N)O1 (stereo unspecified)
 : i	0.04
CCCCn1c(N)c(N(CCOC)C(=O)CSc2nnc(C)n2-c2ccc(OC)cc2)c(=O)[nH]c1=O
 : i	1.1
N#Cc1cc([N+](=O)[O-])ccc1NCCc1ccccn1
 : i	-1.2
Brc1ccc(-c2nc(-c3ccncc3)no2)cc1
 : i	0.15
O=S(=O)(Nc1cc(S(=O)(=O)N2CCOCC2)ccc1N1CCOCC1)c1ccc2c(c1)OCCO2
 : i	2
CCN1CCN(c2nc(C)c3c(n2)CC(C)CC3=O)CC1 (stereo unspecified)
 : i	0.2
CCOC(=O)N1CCC(NC(=O)C2CCCN(C(=O)c3cc4sccc4n3C)C2)CC1 (stereo unspecified)
 : i	0.16
O=C(Cn1nnc2ccccc21)Nc1ccccc1[N+](=O)[O-]
 : i	-2.9
CC(=O)NN1C(=O)c2ccc(Oc3ccc4c(c3)C(=O)N(NC(C)=O)C4=O)cc2C1=O
 : i	0.52
Cc1nc2ccccn2c1C(=O)NNC(=O)Nc1ccccc1
 : i	-0.84
O=C(NNC(=O)C1CCN(S(=O)(=O)c2cccc(Cl)c2)CC1)C1CC1
 : i	-0.07
N/C(Cc1ccc(Cl)cc1)=N\OC(=O)c1ccccc1
 : i	0.13
COc1ccc(CN(C(=O)Cc2cccs2)C(C(=O)NC2CCCC2)c2ccncc2)cc1 (stereo unspecified)
 : i	-0.03
Cc1oc(-c2ccc(Cl)cc2)nc1CN1CCC(C(=O)NCc2cccs2)CC1
 : i	-0.72
Cc1occc1C(=O)NNC(=O)C1CCCC1
 : i	0.02
COc1c(F)c(F)c(C(=O)Nc2ccc(NC(=O)Cc3ccccc3)cc2)c(F)c1F
 : i	0.25
COCCN(CC(=O)NC1CCCCC1)C(=O)c1csnn1
 : i	0.09
Cn1nnc2cc(NC(=O)Nc3cccc(C(F)(F)F)c3)ccc21
 : i	0.09
O=C(NNS(=O)(=O)c1ccc(C(=O)NC2CCCC2)cc1)c1ccncc1
 : i	0.26
O=C(Nc1ccc(Cl)cc1)N1CCOC12CCCCC2
 : i	-0.88
Cc1ccccc1C(=O)Nc1ccccc1C(=O)NCc1ccccc1
 : i	-2.2
CCn1cc(C(=O)N2CCN(c3ccccn3)CC2)c(=O)c2cc(S(=O)(=O)N(C)C3CCCCC3)ccc21
 : i	-0.4
O=C(CN1C(=O)NC2(CCCCC2)C1=O)Nc1ccc(N2CCOCC2)cc1
 : i	2.1
Cc1ccccc1-n1c(=O)cc(N2CCc3ccccc32)[nH]c1=O
 : i	0
CC(=O)Nc1cccc(C(=O)N/N=C/c2ccc(C)o2)c1
 : i	0.28
Cc1ccc(S(=O)(=O)N2CCC(C(=O)OC(C)C(=O)N3CCOCC3)CC2)cc1 (stereo unspecified)
 : i	0.13
O=C(N=C1SC2CS(=O)(=O)CC2N1c1ccccc1Cl)C1CCCO1 (stereo unspecified)
 : i	-0.37
CC(=O)NC(=S)Nc1ccc(N2CCOCC2)c(S(=O)(=O)Nc2cc(Cl)ccc2Cl)c1
 : i	-3.9
Cc1cccc(NC2CCCCC2NS(=O)(=O)c2ccccc2)c1 (stereo unspecified)
 : i	0.47
Clc1ccccc1OCCCCN1CCNCC1
 : i	0.84
NC(=O)c1ccc(SCC(=O)NC2CCCCC2)c([N+](=O)[O-])c1
 : i	-0.59
CCN(CC)CCNC(=O)c1ccc(NC(=O)Cc2ccsc2)cc1
 : i	-0.15
CC(C)c1onc(C(=O)N2CCN(c3ccccc3)CC2)c1[N+](=O)[O-]
 : i	-0.84
COc1ccc(NC(=O)CSc2nnc(-c3ccncc3)n2CC2CCCO2)c(OC)c1 (stereo unspecified)
 : i	0.57
COc1ccccc1Nc1nc2nonc2[nH]c1=O
 : i	2.2
CN(C)c1ccc(/C=C2\C(=N)N3N=C(CC(=O)N4CCCCC4)SC3=NC2=O)cc1
 : i	-0.67
O=C(Cn1cnc2cc([N+](=O)[O-])ccc2c1=O)NCc1ccc(Cl)cc1
 : i	-0.32
O=C(COC(=O)COc1ccc(Cl)cc1Cl)Nc1cccnc1Cl
 : i	-1.1
C=CCOC(=O)C1=C(C)NC(SCC(=O)Nc2ccc(C)c(Cl)c2)=C(C#N)C1c1ccco1 (stereo unspecified)
 : i	-0.96
COc1cc(C(=O)OCCCN2CCOCC2)ccc1O
 : i	-0.27
COc1ccccc1CN(Cc1cc2cc(C)ccc2[nH]c1=O)Cc1nnnn1Cc1ccco1
 : i	-1.7
Cc1cc(C)n2nc(S(=O)(=O)Nc3c(Cl)cccc3Cl)nc2n1
 : i	1.2
O=C(CN1CCN(Cc2ccc(Cl)cc2)C1=O)NCCCN1CCOCC1
 : i	-0.09
Cc1ccc(OCCCC(=O)Nc2ccc(S(=O)(=O)Nc3ccccn3)cc2)cc1
 : i	0.12
CC(C)CN1CCN(Cc2cc3ccccc3[nH]2)CC1CCO (stereo unspecified)
 : i	-0.95
COc1ccc(CNC(=O)COC(=O)Cc2ccsc2)cc1
 : i	-0.44
CC(=O)NCc1nc2ccccc2n1C(C)C
 : i	-0.26
CC(C)(C)c1ccc(C(=O)C=[N+]=[N-])cc1
 : i	-1.3
CSc1ccc(C(=O)C2CCCN(C(=O)c3csc(C(C)=O)c3)C2)cc1 (stereo unspecified)
 : i	-0.07
CCN(CC(=O)NCc1ccc(Cl)cc1)C(=O)CCc1ccccc1O
 : i	-1.1
N/C(=N/O)c1ccccc1N1CCC(Cc2ccccc2)CC1
 : i	-0.65
CCc1nnc(NC(=O)CCC(=O)Nc2ccc(Cl)cc2)s1
 : i	-0.58
Cc1ccccc1N=C1SCCN1C(=O)CN1C(=O)NC2(CCCC2)C1=O
 : i	-0.95
CC1CCCCN1C(=O)Cn1cc(C#N)c2ccccc21 (stereo unspecified)
 : i	-1.2
CC(C)CNS(=O)(=O)c1ccc(CCC(=O)N2CCN(Cc3ccc4c(c3)OCO4)CC2)cc1
 : i	-0.2
